TRPC4 potent = TRPC4 (mouse) allosteric potentiation; actives 0.42% (n = 310,000); Q9QUQ5; B-score at 10 µM; HEK293 TRPC4beta/mu-opioid, DAMGO EC20, Fluo-4 Ca2+ flux; active compounds read high;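 active = B-score of calcium response area above 5 SD of library B-scores, with initial fluorescence ratio within 5 SD of library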;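 also: B-score of integrated fluorescence ratio over time as area under calcium response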
KCNQ1 inh = blocks the human KCNQ1 potassium channel | actives 1.3% (n = 310,000) | B-score at 10 µM | AID 2642 | CHO-K1 KCNQ1, FluxOR thallium flux fluorescence; active compounds read high;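 active = compounds whose thallium flux B-score, printed positive for inhibition, exceeds three library SD while starting fluorescence stays within three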;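 also: channel opened by potassium depolarization with thallium stimulus after 20 min compound exposure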
KCNQ1 pot = human KCNQ1 channel potentiation or activation. B-score at 10 µM. P51787. actives 0.35% (n = 310,000). CHO-K1 KCNQ1, thallium flux FluxOR fluorescence; active compounds read high;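 active = fluorescence ratio B-score, a plate-corrected score, at least three library SD, with initial intensity B-score within 5 SD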
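Medium – assay buffer, equal DMSO in all wells · Material – CHO-K1 cell line with stable KCNQ1 potassium channel expression · Signal – kinetic FluxOR thallium fluorescence, 10-s 1-Hz baseline, 110-s post-stimulus read · Compound – single concentration per compound, DMSO matched to controls · Schedule – 37 °C overnight plating, 90-min dark dye load, 20-min compound pretreatment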
PolyA inh = inhibitors of polyadenylation in S. cerevisiae. S. cerevisiae SKY197-pL101 polyadenylation reporter, beta-gal luminescence; efflux-impaired pdr1/pdr3 knockout yeast; score 100 = 6 SD above DMSO. calls only at 12 µM. actives 0.02% (n = 300,000);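 active = lowest replicate activity score at least 50, where 100 means six control SD above control mean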;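 also: yeast exposed to compound for 9 h at 30 °C; higher score means more reporter readthrough which indicates perturbed polyadenylation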
KCNK3 inh = human KCNK3 channel inhibition, primary screen; CHO-KCNK3 thallium flux, FluxOR fluorescence; active compounds read low; B-score at 10 µM; actives 0.84% (n = 340,000);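 active = B-score under library mean minus 4 SD, starting fluorescence ratio at most library mean plus 5 SD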;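 also: more negative B-score means stronger inhibition of thallium flux through KCNK3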
Target sequence (O14649 whole entry, looked up): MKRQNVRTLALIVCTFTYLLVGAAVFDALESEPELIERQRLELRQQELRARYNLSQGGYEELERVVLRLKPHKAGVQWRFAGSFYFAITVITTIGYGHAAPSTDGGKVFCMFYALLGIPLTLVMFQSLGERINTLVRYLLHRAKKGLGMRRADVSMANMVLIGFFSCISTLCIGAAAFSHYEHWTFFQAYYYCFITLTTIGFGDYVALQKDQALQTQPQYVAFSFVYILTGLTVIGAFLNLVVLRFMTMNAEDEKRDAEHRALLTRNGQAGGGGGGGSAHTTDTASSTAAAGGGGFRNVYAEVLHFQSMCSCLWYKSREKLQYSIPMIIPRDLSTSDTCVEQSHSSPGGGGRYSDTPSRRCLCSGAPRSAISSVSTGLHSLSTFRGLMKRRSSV
hERG protect = hERG (human) protection from proarrhythmic block. CHO-hERG, FluxOR thallium flux, dofetilide IC70 present. activation (rescue from dofetilide block), less the hit threshold, % at 10 µM. actives 0.51% (n = 310,000). AID 1511;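 active = activation above the mean of controls blocked by dofetilide plus 5 SD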;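 also: thallium influx through hERG after potassium depolarization seen as dye fluorescence rise; in these data hits start at about 4.7%; inactives centre near -7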
Platelet DG rel = platelet dense granule release activity | human platelet-rich plasma, SFLLRN dense granule ATP release, luminescence | actives 0.22% (n = 300,000) | inhibition, %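 (compounds screened at 7.5 µM in platelet-rich plasma)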;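 active = mean replicate score, as percent of positive control, at or above 50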
KCNK9 inh = inhibitors of human KCNK9 two-pore domain potassium channel | B-score at 10 µM | HEK293 KCNK9, FluxOR thallium flux fluorescence; active compounds read low | AID 488922 | Q9NPC2 | actives 1.2% (n = 310,000);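 active = ratio B-score over 3 SD below the library mean, with starting fluorescence within 5 SD of its mean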;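 also: negative B-score means less thallium flux so channel inhibition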
Target sequence (Q9NPC2 whole entry, looked up, the tested form may be a part): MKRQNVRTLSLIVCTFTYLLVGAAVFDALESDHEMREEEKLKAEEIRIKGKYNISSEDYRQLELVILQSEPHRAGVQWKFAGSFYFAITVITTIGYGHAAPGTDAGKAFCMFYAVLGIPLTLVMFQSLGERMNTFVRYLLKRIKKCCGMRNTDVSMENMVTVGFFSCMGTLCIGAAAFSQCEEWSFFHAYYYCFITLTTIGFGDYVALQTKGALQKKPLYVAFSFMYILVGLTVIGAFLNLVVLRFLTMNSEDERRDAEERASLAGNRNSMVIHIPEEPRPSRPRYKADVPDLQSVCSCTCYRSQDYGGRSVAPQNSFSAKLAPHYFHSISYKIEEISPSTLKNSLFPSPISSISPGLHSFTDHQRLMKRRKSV
TRPC4 agonist = opens the mouse TRPC4 cation channel; Q9QUQ5; actives 0.49% (n = 310,000); HEK293 TRPC4beta/mu-opioid, Fluo4 calcium fluorescence; active compounds read high; B-score at 10 µM;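 active = B-score above 5 SD of library B-scores, and initial fluorescence ratio not above library mean plus 5 SD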;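 also: positive B-score marks a calcium rise read as TRPC4 activation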
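Test system: HEK293 cells stably co-expressing mouse TRPC4beta and mu-opioid receptor | Schedule: Fluo4 dye loading 45 min at room temperature, 110 s recording | Measured by: Kinetic Fluo4 calcium fluorescence, 5 s baseline at 1 Hz | Evaluation: B score of integrated ratio | Controls: Buffer (low) and maximal DAMGO (high)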
Dyrk1A ADPGlo = blocks rat Dyrk1A kinase activity. AID 504441. Q63470. actives 0.43% (n = 310,000). inhibition, % at 12.5 µM. ADP-Glo luminescence, NFATc1 peptide; in the data active = inhibition above about 50%;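 also: plate controls were vehicle with enzyme for no effect and no enzyme for full effect; many of its hits are not listed in these tables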
TRPC4 inh = blocks the mouse TRPC4 cation channel | Q9QUQ5 | HEK293 TRPC4beta/mu-opioid, DAMGO-evoked Fluo4 calcium flux; active compounds read low | B-score at 10 µM | actives 0.39% (n = 300,000) | AID 2247;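 active = B-score over 3 SD under the library average, no early fluorescence shift, positive overall ratio signal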
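test system = HEK293 cells with stable TRPC4beta plus mu-opioid receptor expression | detection = Fluo4 Ca2+ flux fluorescence | read-out = integrated fluorescence ratio relative to baseline, converted to per-well B score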
* marks the source's active call; other numbers are inactive results. This is a subset (hit frequency here may not be typical).

Results for Fc1ccc(/C=N/NC(=S)Nc2cccnc2)cc1 ?
TRPC4 potent: inactive; KCNQ1 inh: inactive; KCNQ1 pot: inactive; PolyA inh: inactive; KCNK3 inh: inactive; hERG protect: -8; Platelet DG rel: -2; KCNK9 inh: inactive; TRPC4 agonist: inactive; Dyrk1A ADPGlo: 8; TRPC4 inh: inactive

How did Cc1ccc(S(=O)(=O)C2(C(=O)N3CCN(c4cc(C)ccc4C)CC3)CC2)cc1 do in these assays?
TRPC4 potent: inactive; KCNQ1 inh: inactive; KCNQ1 pot: inactive; PolyA inh: inactive; KCNK3 inh: inactive; hERG protect: -12; Platelet DG rel: -1; KCNK9 inh: inactive; TRPC4 agonist: inactive; Dyrk1A ADPGlo: 5; TRPC4 inh: inactive

How did O=C(NCCOc1ccccc1Cl)C(=O)Nc1ccccc1 do in these assays?
TRPC4 potent: inactive; KCNQ1 inh: inactive; KCNQ1 pot: inactive; PolyA inh: inactive; KCNK3 inh: inactive; hERG protect: -8; Platelet DG rel: -14; KCNK9 inh: inactive; TRPC4 agonist: inactive; Dyrk1A ADPGlo: -1; TRPC4 inh: inactive

Results for C=CCC(=O)N1CCCC(CNC(=O)c2ccc(-c3ccccc3)cc2)C1 (centres undefined) ?
TRPC4 potent: inactive; KCNQ1 inh: inactive; KCNQ1 pot: inactive; PolyA inh: inactive; KCNK3 inh: inactive; hERG protect: -6; Platelet DG rel: -3; KCNK9 inh: inactive; TRPC4 agonist: inactive; Dyrk1A ADPGlo: -8; TRPC4 inh: inactive

Results for COc1ccccc1CNC(=O)CCc1nc2ccccc2c(=O)[nH]1 ?
TRPC4 potent: inactive; KCNQ1 inh: inactive; KCNQ1 pot: inactive; PolyA inh: inactive; KCNK3 inh: inactive; hERG protect: -8; Platelet DG rel: -2; KCNK9 inh: inactive; TRPC4 agonist: inactive; Dyrk1A ADPGlo: 2; TRPC4 inh: inactive

Results for CN1CCN(S(=O)(=O)c2cccc(C(=O)NCCOc3ccccc3F)c2)CC1 ?
TRPC4 potent: inactive; KCNQ1 inh: inactive; KCNQ1 pot: inactive; PolyA inh: inactive; KCNK3 inh: inactive; hERG protect: -12; Platelet DG rel: 15; KCNK9 inh: inactive; TRPC4 agonist: inactive; Dyrk1A ADPGlo: -7; TRPC4 inh: inactive

What do the screens show for `CC1CCN(S(=O)(=O)c2ccc(C(=O)N3CCOCC3)cc2)CC1`?
TRPC4 potent: inactive; KCNQ1 inh: inactive; KCNQ1 pot: inactive; PolyA inh: inactive; KCNK3 inh: inactive; hERG protect: -11; Platelet DG rel: -4; KCNK9 inh: inactive; TRPC4 agonist: inactive; Dyrk1A ADPGlo: -1; TRPC4 inh: inactive

What do the screens show for `COC(=O)c1ccc(CSCC(=O)Nc2cc(OC)cc(OC)c2)o1`?
TRPC4 potent: inactive; KCNQ1 inh: inactive; KCNQ1 pot: inactive; PolyA inh: inactive; KCNK3 inh: inactive; hERG protect: -1; Platelet DG rel: -2; KCNK9 inh: inactive; TRPC4 agonist: inactive; Dyrk1A ADPGlo: 4; TRPC4 inh: inactive

What do the screens show for `CSCC(C)N1CCC(Oc2cccc(C(=O)NCc3ccccn3)c2)CC1` (centres undefined)?
TRPC4 potent: inactive; KCNQ1 inh: inactive; KCNQ1 pot: inactive; PolyA inh: inactive; KCNK3 inh: inactive; hERG protect: -13; Platelet DG rel: -4; KCNK9 inh: inactive; TRPC4 agonist: inactive; Dyrk1A ADPGlo: -4; TRPC4 inh: inactive

How did CCOC(=O)C1CCN(Cc2ccc(F)c(F)c2)CC1 do in these assays?
TRPC4 potent: inactive; KCNQ1 inh: inactive; KCNQ1 pot: inactive; KCNK3 inh: inactive; hERG protect: -3; Platelet DG rel: -5; KCNK9 inh: inactive; TRPC4 agonist: inactive; Dyrk1A ADPGlo: 4; TRPC4 inh: inactive

How did CCCn1c(NC(=O)CN2C(=O)NC3(CCCC3)C2=O)nc2ccccc21 do in these assays?
TRPC4 potent: inactive; KCNQ1 inh: inactive; KCNQ1 pot: inactive; PolyA inh: inactive; KCNK3 inh: inactive; hERG protect: -9; Platelet DG rel: 4; KCNK9 inh: inactive; TRPC4 agonist: inactive; Dyrk1A ADPGlo: 1; TRPC4 inh: inactive

How did CC1CCCC(C)N1CC(O)COC1CCC(C(C)(C)C)CC1 (centres undefined) do in these assays?
TRPC4 potent: inactive; KCNQ1 inh: inactive; KCNQ1 pot: inactive; PolyA inh: inactive; KCNK3 inh: inactive; hERG protect: -6; Platelet DG rel: -10; KCNK9 inh: inactive; TRPC4 agonist: inactive; Dyrk1A ADPGlo: -2; TRPC4 inh: inactive

What do the screens show for `COc1ccc(NC(=O)CCN2CCCC2)c(OC)c1`?
TRPC4 potent: inactive; KCNQ1 inh: inactive; KCNQ1 pot: inactive; PolyA inh: inactive; KCNK3 inh: inactive; hERG protect: -11; Platelet DG rel: -2; KCNK9 inh: inactive; TRPC4 agonist: inactive; Dyrk1A ADPGlo: 2; TRPC4 inh: inactive

What do the screens show for `O=C(Nc1ccc(Cl)cc1)N1N=CCC1c1ccccc1` (centres undefined)?
TRPC4 potent: inactive; KCNQ1 inh: inactive; KCNQ1 pot: inactive; PolyA inh: inactive; KCNK3 inh: inactive; hERG protect: -8; Platelet DG rel: 20; KCNK9 inh: inactive; TRPC4 agonist: inactive; TRPC4 inh: inactive

Results for CCN1CCN(c2nc(C)c3c(n2)CC(C)CC3=O)CC1 (centres undefined) ?
TRPC4 potent: 15*; KCNQ1 inh: inactive; KCNQ1 pot: inactive; PolyA inh: inactive; KCNK3 inh: inactive; hERG protect: -29; Platelet DG rel: -1; KCNK9 inh: inactive; TRPC4 agonist: inactive; Dyrk1A ADPGlo: -1; TRPC4 inh: inactive

Results for CN(C)CCNC(NC(=O)c1cccs1)C(Cl)(Cl)Cl (centres undefined) ?
TRPC4 potent: inactive; KCNQ1 inh: inactive; KCNQ1 pot: inactive; PolyA inh: inactive; KCNK3 inh: inactive; hERG protect: -8; Platelet DG rel: 6; KCNK9 inh: inactive; TRPC4 agonist: inactive; Dyrk1A ADPGlo: 11; TRPC4 inh: inactive

How did COC(=O)Cc1[nH]c(=O)[nH]c1C(=O)OC do in these assays?
TRPC4 potent: inactive; KCNQ1 inh: inactive; KCNQ1 pot: inactive; PolyA inh: inactive; KCNK3 inh: inactive; hERG protect: -10; Platelet DG rel: -3; KCNK9 inh: inactive; TRPC4 agonist: inactive; Dyrk1A ADPGlo: -5; TRPC4 inh: inactive

Results for CC1Cc2ccccc2N1CC(=O)Nc1ccc(S(=O)(=O)N(C)C)cc1 (centres undefined) ?
TRPC4 potent: inactive; KCNQ1 inh: inactive; KCNQ1 pot: inactive; PolyA inh: inactive; KCNK3 inh: inactive; hERG protect: -15; Platelet DG rel: -19; KCNK9 inh: inactive; TRPC4 agonist: inactive; Dyrk1A ADPGlo: -2; TRPC4 inh: inactive

What do the screens show for `COc1ccc(N2CCN(C3CCCN(Cc4cccc(OC)c4)C3)CC2)cc1` (centres undefined)?
TRPC4 potent: inactive; KCNQ1 inh: inactive; KCNQ1 pot: inactive; PolyA inh: inactive; KCNK3 inh: inactive; hERG protect: -7; Platelet DG rel: -1; KCNK9 inh: inactive; TRPC4 agonist: inactive; Dyrk1A ADPGlo: 6; TRPC4 inh: inactive

What do the screens show for `Cc1ccc(C)c(NC(=O)c2ccccc2O)c1`?
TRPC4 potent: inactive; KCNQ1 inh: inactive; KCNQ1 pot: inactive; PolyA inh: inactive; KCNK3 inh: inactive; hERG protect: -5; Platelet DG rel: -9; KCNK9 inh: inactive; TRPC4 agonist: inactive; Dyrk1A ADPGlo: 1; TRPC4 inh: inactive

What do the screens show for `Cc1cccc(Oc2ccc(NC(=O)c3ccccc3C(=O)O)cc2)c1`?
TRPC4 potent: inactive; KCNQ1 inh: inactive; KCNQ1 pot: inactive; PolyA inh: inactive; KCNK3 inh: inactive; hERG protect: -5; Platelet DG rel: 1; KCNK9 inh: inactive; TRPC4 agonist: inactive; Dyrk1A ADPGlo: -5; TRPC4 inh: inactive

How did O=C(Nc1nnc2n1CCS2)c1ccc(Br)o1 do in these assays?
TRPC4 potent: 68*; KCNQ1 inh: inactive; KCNQ1 pot: inactive; PolyA inh: inactive; KCNK3 inh: inactive; hERG protect: -5; Platelet DG rel: -8; KCNK9 inh: inactive; TRPC4 agonist: inactive; TRPC4 inh: inactive

What do the screens show for `CCCCn1c(N)c(N(CCOC)C(=O)c2cccc(S(=O)(=O)N3CCCCC3)c2)c(=O)[nH]c1=O`?
TRPC4 potent: inactive; KCNQ1 inh: inactive; KCNQ1 pot: inactive; PolyA inh: inactive; KCNK3 inh: inactive; hERG protect: -16; Platelet DG rel: 11; KCNK9 inh: inactive; TRPC4 agonist: inactive; Dyrk1A ADPGlo: -11; TRPC4 inh: inactive

Results for CCC(NC(=O)C1CCCC1)c1ccc(C)cc1 (centres undefined) ?
TRPC4 potent: inactive; KCNQ1 inh: inactive; KCNQ1 pot: inactive; PolyA inh: inactive; KCNK3 inh: inactive; hERG protect: 2; Platelet DG rel: 0; KCNK9 inh: inactive; TRPC4 agonist: inactive; Dyrk1A ADPGlo: -2; TRPC4 inh: inactive

What do the screens show for `CCOC(=O)c1c(NC(=O)c2ccc(Cl)s2)sc(C)c1C`?
TRPC4 potent: inactive; KCNQ1 inh: inactive; KCNQ1 pot: inactive; PolyA inh: inactive; KCNK3 inh: inactive; hERG protect: -1; Platelet DG rel: 5; KCNK9 inh: inactive; TRPC4 agonist: inactive; Dyrk1A ADPGlo: -8; TRPC4 inh: inactive

Results for Cc1ccc(S(=O)(=O)N(C)C)cc1NC(=O)CCc1c[nH]c2ccccc12 ?
TRPC4 potent: inactive; KCNQ1 inh: inactive; KCNQ1 pot: inactive; PolyA inh: inactive; KCNK3 inh: inactive; hERG protect: -9; Platelet DG rel: -2; KCNK9 inh: inactive; TRPC4 agonist: inactive; Dyrk1A ADPGlo: 1; TRPC4 inh: inactive

Results for COc1ccccc1NC(=O)C(C)OC(=O)c1nc2nc(C)cc(C)n2n1 (centres undefined) ?
TRPC4 potent: inactive; KCNQ1 inh: inactive; KCNQ1 pot: inactive; PolyA inh: inactive; KCNK3 inh: inactive; hERG protect: 0; Platelet DG rel: 12; KCNK9 inh: inactive; TRPC4 agonist: inactive; Dyrk1A ADPGlo: -4; TRPC4 inh: inactive

Screening results: PubChem, several laboratories
